KDM4E inh – qHTS Assay for Inhibitors of Human Jumonji Domain Containing 2E (JMJD2E); Lysine-specific demethylase 4E (Homo sapiens), B2RXH2; JMJD2E catalytic domain, FDH-coupled NADH fluorescence (FDH is formaldehyde dehydrogenase); Potency, µM (titrated, usually from 57.1 µM), for the others: at the top dose activity change, negative = inhibition, actives largely listed as inhibitors; 230,000 tested, 1.6% active; active means well fitted inhibition curve with a large enough effect, not every such curve was filed as active; inconclusive means small, poorly fitted or top-dose-only effect, or another doubt; inactive means no such curve, though single readings can be large or run the other way;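 further: 0% = wells with enzyme and -100% = buffer wells without enzyme; nearly all actives have a fitted effect of over 50% in size; many of its hits are not listed in these tables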
Target sequence (B2RXH2 1-337 limits assumed): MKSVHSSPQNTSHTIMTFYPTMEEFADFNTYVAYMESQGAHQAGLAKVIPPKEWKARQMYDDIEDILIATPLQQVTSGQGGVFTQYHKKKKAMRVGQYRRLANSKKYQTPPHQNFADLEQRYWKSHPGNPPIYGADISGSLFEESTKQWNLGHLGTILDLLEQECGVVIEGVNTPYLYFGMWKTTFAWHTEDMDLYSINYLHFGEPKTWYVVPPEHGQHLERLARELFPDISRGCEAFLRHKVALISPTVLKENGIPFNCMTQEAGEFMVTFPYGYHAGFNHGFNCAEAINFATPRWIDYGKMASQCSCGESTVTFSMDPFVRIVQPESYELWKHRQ
LMNA splice mod – qHTS Assay for Modulators of Lamin A Splicing; HeLa LMNA splicing GFP/RFP minigene ratio, 48 h; Potency, µM (top dose mostly 46.1 µM), for inactives: at the top dose ratio change, negative = inhibition, actives largely listed as inhibitors; 200,000 tested, 0.01% active; active means well fitted inhibition curve with a large enough effect in the signal ratio, with a control signal flat, not every such curve was filed as active; inconclusive means small, poorly fitted or top-dose-only effect, or effect the other way, or a change in a side signal; the % refers to the signal ratio; further: on the % scale 0 is the no-effect control and ±100 the full control effect
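S3 HeLa stable clones carrying a lamin A-EGFP splicing minigene plus DsRed2 were seeded at 600 cells/well in Opti-MEM with 2% FBS, pin-dosed and incubated 48 h at 37°C. Acumen cytometry (488 nm) gave the GFP/RFP total-intensity ratio.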
SMN2 splice up – qHTS Assay for Enhancers of SMN2 Splice Variant Expression; HEK293 SMN2-luciferase splicing reporter, luminescence, 30-36 h; AID 1458, 2008; 210,000 tested, 2.8% active; Potency, µM (doses to about 46.1 µM), for the others: at the top dose activity change, positive = activation, actives largely listed as activators; further: % of control where 0% means no effect; nearly all actives have a fitted effect of over 55% in size
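HEK293 cells carry an SMN2 minigene-luciferase reporter in which exon 7 inclusion puts luciferase in frame. Cells were seeded at 2000 cells/well, attached for 10-12 hours, then exposed to compounds for 30-36 hours at 37C before ONE-Glo luminescence.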
ALDH1A1 block – qHTS Assay for Inhibitors of Aldehyde Dehydrogenase 1 (ALDH1A1) | Aldehyde dehydrogenase 1A1 (Homo sapiens), P00352 | Purified ALDH1A1, NADH fluorescence, propionaldehyde substrate | Potency, µM (series often up to 75.3 µM), for inactives: at the highest dose activity, negative = inhibition, actives largely listed as inhibitors | 220,000 tested, 7.3% active; active means well fitted inhibition curve with a large enough effect, not every such curve was filed as active; inconclusive means small, poorly fitted or top-dose-only effect, or another doubt; inactive means no such curve, though single readings can be large or run the other way;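 further: plate controls were no enzyme wells and a reference inhibitor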
Target sequence (P00352 whole entry, looked up): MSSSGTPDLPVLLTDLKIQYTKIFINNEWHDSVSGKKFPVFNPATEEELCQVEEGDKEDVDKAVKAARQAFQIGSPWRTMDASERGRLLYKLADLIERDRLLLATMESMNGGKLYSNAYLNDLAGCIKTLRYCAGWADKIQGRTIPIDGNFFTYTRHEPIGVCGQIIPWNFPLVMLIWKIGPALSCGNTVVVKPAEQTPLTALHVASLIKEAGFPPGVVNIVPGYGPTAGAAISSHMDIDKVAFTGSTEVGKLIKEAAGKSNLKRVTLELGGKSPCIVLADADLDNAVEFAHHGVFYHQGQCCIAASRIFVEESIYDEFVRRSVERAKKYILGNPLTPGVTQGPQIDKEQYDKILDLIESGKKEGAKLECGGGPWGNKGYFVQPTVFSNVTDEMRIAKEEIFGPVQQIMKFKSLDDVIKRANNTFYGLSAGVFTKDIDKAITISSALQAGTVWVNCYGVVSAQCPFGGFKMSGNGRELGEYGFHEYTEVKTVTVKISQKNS
Tau fibril ThT – qHTS for Inhibitors of Tau Fibril Formation, Thioflavin T Binding. recombinant tau K18 P301L (four-repeat tau fragment), heparin-induced fibrillization, ThT fluorescence. Microtubule-associated protein tau (Homo sapiens), P10636. AID 1460, 2008. Potency, µM (top dose mostly 57.4 µM), for the others: at the highest dose activity, negative = inhibition, actives largely listed as inhibitors. 270,000 tested, 2.1% active; further: on the % scale 0 is the no-effect control and ±100 the full control effect; nearly all actives have a fitted effect of over 55% in size
Target sequence (P10636 561-689 P618L limits assumed): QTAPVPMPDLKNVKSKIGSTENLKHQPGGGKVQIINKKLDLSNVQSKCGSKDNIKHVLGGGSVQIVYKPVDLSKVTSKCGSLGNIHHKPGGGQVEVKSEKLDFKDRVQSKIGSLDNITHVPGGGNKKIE
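Heparin-induced fibrillization of the P301L-mutant K18 repeat-domain fragment of human tau was followed by ThT binding in quantitative high-throughput format.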
KinaseGlo FLuc – Counterscreen for Luciferase (Kinase-Glo TM) Inhibition; Luciferin 4-monooxygenase (Photuris pensylvanica), Q27757; Kinase-Glo luciferase, ATP luminescence, 8 min; AID 1379, 2008; Potency, µM (titrated, usually from 38.3 µM), inactives show top-dose activity change, negative = inhibition, hits mostly inhibitors; 200,000 tested, 0.28% active; further: on the % scale 0 is the no-effect control and ±100 the full control effect; nearly all actives have a fitted effect of over 60% in size
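Light output from Kinase-Glo luciferase with luciferin and 10 uM ATP in 50 mM imidazole pH 7.2, KCl, MgCl2, Tween 20, BSA; compound pin-delivered, 8-min ambient incubation, then luminescence read.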
RECQ1 inh – qHTS Assay for Inhibitors of RecQ-Like Dna Helicase 1 (RECQ1) | ATP-dependent DNA helicase Q1 (Homo sapiens), P46063 | RECQ1 DNA unwinding, red fluorescence kinetic read | Potency, µM (titrated, usually from 57.3 µM), without a hit: top-dose activity, negative = inhibition, usual class: inhibitors | 240,000 tested, 0.54% active;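 further: plate controls were vehicle for no effect and no enzyme for full effect; nearly all actives have a fitted effect of over 30% in size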
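RECQ1T1 50 nM; forked duplex (20 bp + 30-nt ss tails) 200 nM, ATP 2 mM final; pH 8.0, 2 mM MgCl2, 2.5 ug/ml poly(dI-dC); 15 min compound preincubation; discontinuous kinetic read over 2 h at RT.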
L3MBTL1 inh – qHTS Assay for the Inhibitors of L3MBTL1; Lethal(3)malignant brain tumor-like protein 1 (Homo sapiens), Q9Y468; AlphaScreen L3MBTL1–H3K9me1 peptide binding; Potency, µM (series often up to 57.1 µM), inactives show at the top dose activity, negative = inhibition, usual class: inhibitors; 230,000 tested, 0.66% active; AID 485360, 2010; further: on the % scale 0 is the no-effect control and ±100 the full control effect; nearly all actives have a fitted effect of over 60% in size
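L3MBTL1 50 nM + b-AHA-H3(1-15)K9me1 75 nM, 30 min RT; compound added, 30 min RT; streptavidin donor/Ni-chelate acceptor beads 10 ug/mL each final, 30 min RT dark; AlphaScreen read.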
Starred values were filed as active, the others as inactive; i = inactive; ? = inconclusive; . = not tested or not shown; & = joins results of further samples; [ ] = remark or other dose. Unless noted, the call rests on the fitted dose curve; in most records, active means well fitted curve in the direction sought with a large enough effect; inconclusive means small, poorly fitted or top-dose-only effect, or another doubt; inactive means no such curve, though single readings can be large; an effect the other way counts as inactive or inconclusive. Potency means the concentration at half of the fitted maximal effect. These rows are one share of the data. The share of hits here may be higher or lower than overall.

SMILES | KDM4E inh | LMNA splice mod | SMN2 splice up | ALDH1A1 block | Tau fibril ThT | KinaseGlo FLuc | RECQ1 inh | L3MBTL1 inh
C=CCc1ccc(OCCCCCN2CCOCC2)c(OC)c1 | -4% | ? | . | 9% | -11% | . | -3% | -10%
O=C(CSc1nc2cc3ccccc3cc2[nH]1)Nc1ccc(F)cc1 | 7% | ? | -8%&-12% | -4% | -6%&2% | 10% | i | .
COC(=O)c1c(S(N)(=O)=O)c2ccccc2n1C | ? | 14% | -19% | ? | -5% | -3% | i | 3%
CC(C)(C)NC(=O)CN(C(=O)c1csnn1)c1cccc2c1CCCC2 | 4% | . | 6% | -1% | -8% | 1% | -5% | .
CCOc1nc(N2CCOCC2)nc(N2CCOCC2)n1 | 0% | . | -13% | 11% | 2% | 1% | i | .
CCN(CC)CCNc1nc2cc(OC)c(OC)cc2c2nc(-c3ccccc3)nn12 | ? | 1% | ? | 4% | -10% | -4% | -11% | .
CCOC(=O)C1CCCN(c2c(NCCN(CC)c3ccccc3)c(=O)c2=O)C1 (configuration not stated) | -4% | -2% | 9% | -2% | -17% | -3% | -1% | -12%
Cc1ccc(Nc2ncccc2C(=O)O)cc1C | -11% | ? | 19% | -2% | ? | -5% | -5% | 0%
O=c1c2ccccc2c(C=Nc2cccc(S(=O)(=O)NC3=NCCCCC3)c2)c(O)n1Cc1ccccc1 | ? | . | . | . | 4% | . | -16% | -4%
COc1c(Br)cc([N+](=O)[O-])c(OC)c1C(=O)NC(=O)Nc1c(Cl)cccc1Cl | -7% | . | . | 1% | ? | . | 6% | -7%
CC(=O)Nc1ccc(N(C(=O)CNC(=O)c2ccco2)C(C(=O)NCc2ccco2)c2ccccc2F)cc1 (configuration not stated) | 3% | . | . | 7.9µM* | 5% | -1% | -9% | 9%
CN1c2ccccc2C(O)=C(C(=S)Nc2ccccc2)S1(=O)=O | -7% | -6% | -16% | -5% | -24% | 5% | -1% | -9%
CN(c1ccccc1C(=O)NCC1CCCO1)S(C)(=O)=O (configuration not stated) | 4% | -2% | -8% | 6% | -19% | 6% | 4% | ?
COc1ccc(NC(=O)Cn2nnc(-c3ccccc3NC(=O)c3ccco3)n2)cc1 | -20% | ? | -2% | 5% | -6% | -7% | -10% | 2%
CCCOc1ccc(C(=O)CCN2CCN(C(=O)OCC)CC2)cc1 | 2% | . | -27% | 0.71µM* | ? | -1% | -8% | .
CCOC(=O)c1c(NC(=O)C2CCN(S(=O)(=O)c3cccs3)CC2)sc(C)c1C | ? | -3% | . | ? | -6% | 6% | i | 7%[11.4 µM]
Cc1cccc(NC(=S)Nc2ccc(N3CCOCC3)cc2)c1C | 2% | -14% | -10% | 2% | 6% | 2% | -1% | -2%
Cc1cc(/C=N/NC(=O)C(O)(c2ccccc2)c2ccccc2)c(C)n1-c1cccc(C(=O)O)c1 | ? | . | . | ? | ? | . | -4% | ?
O=C(NCN1C(=O)C2C3C=CC(C3)C2C1=O)Nc1ccccn1 (configuration not stated) | -1% | -5% | 3% | ? | 8% | 0% | -3% | 11%
Cc1cc(F)ccc1S(=O)(=O)Nc1ncnc2scc(-c3ccc(F)cc3)c12 | 0% | -9% | -7% | 5% | -6% | 3% | -1% | 6%
COc1ccc(COC(=O)Nc2cc3c(C(F)(F)F)nn(C)c3s2)cc1 | 1% | 3% | -19% | -10% | ? | -1% | -15% | 11%
Clc1ccc2c(c1)C(C1=NCCN1)c1ccccc1CS2 (configuration not stated) | 7% | ? | 11% | 14% | 1% | 4% | -8% | 8%
CCCC[C@@H](C=O)NC(=O)[C@H](CC(C)C)NC(=O)OCc1ccccc1 | . | . | -43%[inhibitor] | -15% | ? | . | 17% | .
COc1ccccc1[C@@H]1C(c2cccc(Cl)c2)=NN(c2ccc(Br)cc2)[C@H]1C(=O)N1CCOC1=O | ? | 0% | -4% | ? | 5%&4% | -2%[39.9 µM] | -11%&-1% | 12%
CCCCSc1nc2c(c(=O)n1CC)SC(C)C2 (configuration not stated) | -2% | -4% | -17% | ? | -16% | 2% | 6% | -4%
Cc1cc(/C=N/N2CCN(C)CC2)c(C)n1-c1ccc(Cl)cc1 | ? | . | . | ? | -13% | . | 2% | ?
Cc1cc(C)cc(OCc2nc(-c3cccnc3)no2)c1 | 7% | 6%[46 µM] | . | 0% | -2% | 0% | 20% | 11%
O=C(NC1CC1)C1CCN(Cc2cnn(-c3ccccc3)c2-n2cccc2)CC1 | ? | 8% | -11% | -8% | -11% | 16% | -2% | .
Cn1cc(Br)c(-c2cccc(N3C(=O)CCCC3=O)c2)n1 | 1% | . | . | . | 0% | . | -2% | -8%
Cc1csc(NC(=O)Cc2ccccc2[N+](=O)[O-])n1 | 7% | 1% | 12% | -4% | 8% | -2% | -1% | 10%
Cc1ccc(NC(=O)CSc2ncc3ccccn23)cc1C | -3% | . | 15% | 3.2µM* | 14% | -1% | -8% | -1%
CC1CC(C)CN(C(=O)CSc2nnc(-c3ccc(Cl)s3)o2)C1 (configuration not stated) | ? | ? | -16% | ? | -10% | -1% | -9% | 6%
Cc1c(NS(=O)(=O)c2ccc(N3CCN(C)CC3)c([N+](=O)[O-])c2)c(=O)n(-c2ccccc2)n1C | 2% | -25%[46 µM] | 15% | -1% | 1% | 2% | i | -3%
COc1cc(C(=O)Oc2ccccc2N)cc(OC)c1OC | -7% | 17% | ? | 4% | -16% | -2% | i | .
N/C(=N\OC(=O)/C=C/c1ccccc1)c1ccc(Br)cc1 | 11% | ? | -10% | 17% | ? | -2% | -12% | 19%
CCOC(=O)c1ccccc1NS(=O)(=O)c1ccccc1 | 0% | 10% | . | -2% | 3% | 1% | -6% | .
O=C1CCC(=O)N1c1nc2n(n1)C(c1ccccc1)C=C(c1ccc(Br)cc1)N2 (configuration not stated) | ? | 0% | -54%[inhibitor] | ? | -17% | 2% | 4% | ?
CCOC(=O)CCSc1nc(C)c2cc(C)ccc2n1 | ? | 1% | -6% | 4% | ? | -2% | i | .
COCc1[nH]nc2c1C(c1c(F)cccc1Cl)C(C#N)=C(N)O2 (configuration not stated) | 3% | 11% | 8% | -1% | 1% | -1% | -15% | -1%
CCOC(=O)c1cccnc1SCC(=O)NCc1ccccc1 | -5% | 6% | 2% | -3% | 0% | 1% | i | .

Part of the list above in order of heavy-atom count, smallest number first.
SMILES | KDM4E inh | LMNA splice mod | SMN2 splice up | ALDH1A1 block | Tau fibril ThT | KinaseGlo FLuc | RECQ1 inh | L3MBTL1 inh
CCCCSc1nc2c(c(=O)n1CC)SC(C)C2 (configuration not stated) | -2% | -4% | -17% | ? | -16% | 2% | 6% | -4%
CCOC(=O)CCSc1nc(C)c2cc(C)ccc2n1 | ? | 1% | -6% | 4% | ? | -2% | i | .
CCOC(=O)c1ccccc1NS(=O)(=O)c1ccccc1 | 0% | 10% | . | -2% | 3% | 1% | -6% | .
COc1ccc(COC(=O)Nc2cc3c(C(F)(F)F)nn(C)c3s2)cc1 | 1% | 3% | -19% | -10% | ? | -1% | -15% | 11%

Among those listed so far, 2 contain a furan ring, fused or not.
SMILES | KDM4E inh | LMNA splice mod | SMN2 splice up | ALDH1A1 block | Tau fibril ThT | KinaseGlo FLuc | RECQ1 inh | L3MBTL1 inh
CC(=O)Nc1ccc(N(C(=O)CNC(=O)c2ccco2)C(C(=O)NCc2ccco2)c2ccccc2F)cc1 (configuration not stated) | 3% | . | . | 7.9µM* | 5% | -1% | -9% | 9%
COc1ccc(NC(=O)Cn2nnc(-c3ccccc3NC(=O)c3ccco3)n2)cc1 | -20% | ? | -2% | 5% | -6% | -7% | -10% | 2%

(more compounds)
SMILES | KDM4E inh | LMNA splice mod | SMN2 splice up | ALDH1A1 block | Tau fibril ThT | KinaseGlo FLuc | RECQ1 inh | L3MBTL1 inh
COC(=O)CC1C(=O)NCCN1C(=O)Nc1cccc(Cl)c1 (configuration not stated) | 4% | . | -8% | -8% | 9% | 4% | i | -6%
Cn1c(=O)n(Cc2ccc(Cl)cc2)c(=O)c2c1nc1n2CCN1Cc1ccco1 | 4% | ? | -11% | ? | -19% | -8% | -7% | -2%
Cc1ccccc1CN(CC1CCC(C(=O)O)CC1)C(=S)Nc1ccccc1F (configuration not stated) | -4% | . | . | -7% | -3% | . | -14% | .
Cn1c(SCc2n[nH]c(=S)o2)nnc1-c1ccccc1 | 12% | ? | 4% | 0% | -7% | 0% | 3% | 4%
CCN1CCN(C(=O)C2CCN(Cc3cc(Cl)ccc3O)CC2)CC1 | ? | 1% | -1% | ? | 7% | -6% | -3% | .
FC(F)(F)C1=CC(c2ccccc2)=NCCN1 | 2% | ? | -15% | ? | 1% | -1% | -1% | -1%
Cc1cccc(C)c1NC(=S)N1CCCN(C)CC1 | 10% | . | 18% | 10% | -6% | -2% | i | .
CCS(=O)(=O)c1ccc2oc(SCC(=O)N3c4ccccc4CC3C)nc2c1 (configuration not stated) | -1% | -23% | -18% | 28µM* | -14% | 1% | -8% | .

Looked up above.
For Tau fibril ThT, `FC(F)(F)C1=CC(c2ccccc2)=NCCN1` is entered as 1%
For KDM4E inh, `Cn1c(SCc2n[nH]c(=S)o2)nnc1-c1ccccc1` is entered as 12%
For Tau fibril ThT, `COC(=O)CC1C(=O)NCCN1C(=O)Nc1cccc(Cl)c1` (configuration not stated) is entered as 9%

Source: PubChem
